12-LOX inh – ALOX12 (human) lipoxygenase inhibition; Potency, µM (top dose mostly 108 µM), for the others: at the highest dose activity change, negative = inhibition, actives largely listed as inhibitors; P18054; 1.1% of 580,000 active; purified 12hLO, xylenol orange hydroperoxide absorbance; active means well fitted inhibition curve with a large enough effect; inconclusive means small, poorly fitted or top-dose-only effect, or another doubt; inactive means no such curve, though single readings can be large or run the other way
Target sequence (P18054 whole entry, looked up): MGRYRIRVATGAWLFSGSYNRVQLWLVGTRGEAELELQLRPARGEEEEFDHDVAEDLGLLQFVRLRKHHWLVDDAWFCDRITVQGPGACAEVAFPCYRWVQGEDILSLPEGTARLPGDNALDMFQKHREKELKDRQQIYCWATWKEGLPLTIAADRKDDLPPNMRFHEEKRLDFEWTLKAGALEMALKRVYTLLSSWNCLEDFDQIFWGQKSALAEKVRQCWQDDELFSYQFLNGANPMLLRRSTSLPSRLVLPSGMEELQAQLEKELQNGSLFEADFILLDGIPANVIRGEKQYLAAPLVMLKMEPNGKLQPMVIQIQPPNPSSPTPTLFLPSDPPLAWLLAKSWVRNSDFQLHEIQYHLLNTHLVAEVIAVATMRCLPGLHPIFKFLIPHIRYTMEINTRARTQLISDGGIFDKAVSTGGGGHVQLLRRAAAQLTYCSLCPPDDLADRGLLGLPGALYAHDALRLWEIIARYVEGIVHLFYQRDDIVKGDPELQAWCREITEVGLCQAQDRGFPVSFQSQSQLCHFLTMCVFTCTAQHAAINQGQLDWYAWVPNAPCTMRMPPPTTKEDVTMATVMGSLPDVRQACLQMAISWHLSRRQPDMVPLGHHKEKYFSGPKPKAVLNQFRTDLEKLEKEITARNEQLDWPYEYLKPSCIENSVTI
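Purified human 12hLO (150 nM final) in 25 mM Hepes, 0.01% Triton X-100, pH 7.0 was preincubated 15 min at room temperature with compound. Then 40 uM arachidonic acid was added, 30 min. Hydroperoxide was read by Fe-XO absorbance ratio 573/405 nm.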
Numbers without * were called inactive; ? = inconclusive; [ ] = dose if it differs, or a comment. On the % scale 0 is the no-effect control and ±100 the full control effect; potency means the concentration at half of the fitted maximal effect.

SMILES	12-LOX inh
CCNC(=O)Nc1ccc([C@H]2OCC(=O)N(Cc3scnc3C)[C@@H]2CO)cc1	9.6%[176 µM]
Cn1cnc(S(=O)(=O)N2CCC(c3noc(-c4ccccn4)n3)C2)c1 (stereo not given)	3.7%
CN1OC[C@@H]2CN[C@H](c3cccc(N4CCOCC4)c3)C[C@@H]21	-22.9%
C/C(=N\NC(=O)c1cccc(Cl)c1)c1ccc(C)s1	8.3%
CC1=C(C(=O)N2CCOCC2)CC(CC(=O)NCC2CCCCC2)C(=O)N1CCC1=CCCCC1 (stereo not given)	12.8%
CCOc1ccc(-n2c(C)nc3cc(C(=O)NCc4ccc(F)cc4)ccc32)cc1	-1.8%
CC(C)C(=O)N1CCC[C@@H]1c1noc2ccccc12	1.0%
COc1ccc(C(=O)c2[nH]c(N)c(C(=O)NCCc3c[nH]c4ccccc34)c2-c2c(F)cccc2Cl)cc1	21.0%
c1ccc(-c2cc(CC3(NCc4ccco4)COC3)no2)nc1	3.1%[176 µM]
CN(CCNC(=O)c1cc2cn(C3CC3)cc2s1)C1CCCCC1	13.0%
C[C@H](CO)N1C[C@H](C)[C@@H](CN(C)Cc2ccccc2)OCCCC[C@H](C)Oc2ccc(N(C)C)cc2C1=O	0.0%
COc1ccc(CN2C(=O)N(c3cccc(C(F)(F)F)c3)C(=O)[C@@H]3[C@H]2CCN3C(=O)C(C)(C)C)cc1	2.0%
COCCNc1oc(-c2ccc(S(=O)(=O)N3CCCCC3)cc2)nc1C#N	-1.3%
COc1cccc2c1OCC(C(=O)N1CCC(c3noc(C)n3)CC1)C2 (stereo not given)	-0.3%
Cc1ccc(NC(=O)Cn2c(=O)c3c(ncn3Cc3ccccc3)n(Cc3ccccc3)c2=O)c(F)c1	-37.0%
Fc1ccc(C2Cn3nnc(-c4nc(-c5ccccc5Br)no4)c3CO2)cc1 (stereo not given)	6.4%
CC(C(=O)NC1CCCC1)N1CCN(Cc2ccc(C(F)(F)F)cc2)CC1 (stereo not given)	26.4%
COC1CN(c2cccc(F)c2)C12CCN(C(=O)NCC(C)C)CC2 (stereo not given)	-8.9%
O=S1(=O)CC(N2CCSCC2)CN1Cc1cn(Cc2ccccc2)nn1 (stereo not given)	?
CN(Cc1ccccc1)Cc1nc2c(n1Cc1ccccc1)C(=O)N(Cc1ccccc1F)CCN2	76.5%[activator]
Clc1ccccc1-c1noc(-c2ccc(Br)cc2)n1	4.7%
O=C(O)CCCc1nc(-c2ccncc2)nn1C1Cc2ccccc2C1	23.7%
O=C(O)c1ccc(CN2CCC(N3CCCC(C(=O)N4CCCC4)C3)CC2)cc1 (stereo not given)	17.1%
CN(Cc1ccc(F)cc1)C(=O)C(C)(C)C	44.1%[activator][176 µM]
C[C@@H]1NC(=O)[C@H]2C[C@@]3(c4ccccc4)c4ccccc4N[C@H]3N2C1=O	0.9%
CCc1nnc(NC(=O)C2CC(=O)N(c3ccc(Br)c(C)c3)C2)s1 (stereo not given)	-7.7%
O=C(Cn1c(=O)c2c(ncn2C2CCCC2)n(Cc2ccccc2)c1=O)N1CCCC1	-9.7%
COC(=O)CC1C(=O)NCCN1C(=O)c1n[nH]c2c1CCCC2 (stereo not given)	-1.8%
O=C1NC(=O)C(=Cc2ccc3nccnc3c2)S1	?
CCCn1cnnc1CNC(=O)[C@H]1O[C@@H](n2cnc3c(N)ncnc32)[C@H](O)[C@@H]1O	-0.7%
NC(=O)c1ccc(NC(=O)C2(Cc3nc4ccccc4s3)CCCCC2)cc1	1.6%
COc1cccc(NC(=O)C2(C)CN(C)Cc3ccc(NCc4ccccc4)nc32)c1 (stereo not given)	1.1%[176 µM]
Cn1cc(CN2CCc3ccccc32)ccc1=O	?
O=C(O)CCC(=O)N1Cc2[nH]cnc2C[C@H]1C(=O)NC1CCCCC1	0.9%[176 µM]
O=C1CCN(C(=O)c2cc3ccccc3[nH]2)CCCCCCN1	26.9%
FC(F)(F)C(F)(F)c1nc2nc(Cl)c(Cl)nc2[nH]1	-0.5%
COC(=O)[C@@]12C[C@@H](CC(=O)N3CCCC3)C(=O)N(CCc3ccc(OC)c(OC)c3)C1=CCC(C)(C)C2	1.0%
COc1ccc(OC)c(CNC(=O)c2c(C)sc3ccn(C)c(=O)c23)c1	26.5%
Cc1ccc2nc(/C(C#N)=C/c3cc(Br)ccc3OC(C)C)[nH]c2c1	-8.5%
COC(=O)c1cnc(N2CCN(c3ccccn3)CC2)c2ccccc12	-4.0%
COc1cc(Nc2ncc3c(n2)CCN(C(=O)Nc2ccc(C(C)C)cc2)C3)cc(OC)c1OC	-4.0%
CCn1nnc2c(N3CCOCC3)nc(-c3ccc(NC(=O)Nc4ccc(C(=O)N5CCN(C)CC5)cc4)cc3)nc21	-15.9%[57.4 µM]
CCOC(=O)c1c(C)oc2ncn(Cc3nc(-c4cccnc4)no3)c(=O)c12	25.5%
CC1(C(=O)NS(=O)(=O)c2ccc3c(c2)CCO3)CCN1C(=O)C1(c2ccc(Cl)cc2)CCC1 (stereo not given)	-0.3%
CN1C(=O)CC[C@]2(C(=O)NCc3ccc(F)c(Cl)c3)CCCC[C@@H]12	34.5%[activator]
CCc1nc2c(OCc3ccc(Cl)cc3Cl)cccn2c1N(C)C(=O)CC(C)C	-19.8%
COc1ccccc1-c1cc2c(ccn2C(C)C)c(C(=O)NCc2c(C)cc(C)[nH]c2=O)n1	3.6%
Cc1ccc2nc(-c3ccccc3)cc(C(=O)OCc3ccc(-c4ccccc4)cc3)c2c1	9.4%
CC1(C(=O)NS(=O)(=O)c2ccc(Br)cc2)CCN1C(=O)c1cccc(F)c1 (stereo not given)	?
COc1ccc2nc(SCC(=O)N3N=C(c4ccc(C)o4)CC3c3ccco3)[nH]c2c1 (stereo not given)	-5.0%
(continued)
SMILES	12-LOX inh
O=C(CSc1nc2ccccc2c2nc(=O)c(-c3ccccc3)nn12)NCc1ccc(F)cc1	-51.8%
Cc1cccc(NC(=O)C[C@H]2NC(=O)c3ccccc3NC2=O)n1	75.7%
CCCCN1C(=O)C2(SC(NC(C)=O)=NN2C(C)=O)c2ccccc21 (stereo not given)	4.9%
Cn1ccc(Nc2nccc3c(=O)cc(-c4cccnc4)oc23)n1	1.4%[176 µM]
COc1ccccc1N1CCN([C@H]2[C@@H]3OC[C@@H](O3)[C@@H](NC(=O)Nc3ccc(F)cc3)[C@@H]2O)CC1	17.0%
CC(C)(C)c1ccnc(N[C@H]2CO[C@H]3[C@@H]2OC[C@@H]3NC(=O)c2ccco2)n1	36.0%[176 µM]
CN(C)c1ccc(C=Nc2ccc(O)cc2)cc1	121.9%[activator]
O=C(CC1CCCN(c2cnn(CC3CC3)c(=O)c2)C1)NCc1ccccn1 (stereo not given)	51.2%[activator]
CCc1ccc(OC(=O)c2ccccc2F)cc1	-29.8%
O=C(Nc1ccc2[nH]c(=O)[nH]c2c1)c1nn(-c2ccc(F)c(F)c2)c2c1CCC2	-28.6%
CCc1cc(=O)n(CC(=O)Nc2cccc(C#N)c2)c(-c2ccccc2)n1	?
O=C(c1ccc(F)cc1Cl)N1CCN(c2cn[nH]c(=O)c2Cl)CC1	-24.4%
O=C(CCC1CCCCC1)NCCC12CC3CC(CC(C3)C1)C2	?
Cc1ccc(CNC(=O)CN2CC3CC(C2)[C@H]2CCCC(=O)N2C3)o1 (stereo not given in full)	10.3%
CC(C)CCN1C(=O)CC[C@]2(C(=O)NCc3cccc(Cl)c3)CCCC[C@@H]12	0.4%
C/C(CCc1ccc(OC(C)C)cc1)=N\O	-22.5%
CN(C)c1cccc(-c2cc(C(=O)NCc3cccnc3)c3c(c2)ncn3C)c1	30.2%[activator][176 µM]
COc1cc(C)ccc1Oc1ccc(NC(=O)c2ccc3c(c2)NC(=O)CS3)cn1	?
CS(=O)(=O)CC(O)c1cc2n(n1)CCN(Cc1ccc(Cl)s1)C2 (stereo not given)	-26.3%
Cc1oc2cc(OCC(=O)c3ccccc3)ccc2c(=O)c1-c1ccccc1	27.9%
CC(C)N1CCC(CCNC(=O)CCC[C@H]2NC[C@@H]3C[C@H]2CN(Cc2ccccc2)C3)CC1	?
CC(=O)NCc1ccc(OCCCN2CCC(C(O)(c3ccccc3)c3ccccc3)CC2)cc1	-3.8%
COC(=O)c1cc(-c2cnn(C)c2C)nc2ccccc12	-16.6%
CCNc1nc(SCC(=O)N2CCC2)nc2ccccc12	24.6%
C[C@@H]1CN([C@@H](C)CO)C(=O)CCCn2cc(nn2)CO[C@H]1CN(C)C(=O)c1cc(-c2ccccc2)on1	-12.3%
CC(Sc1nnc2c(Cl)cc(C(F)(F)F)cn12)c1ccc(F)cc1 (stereo not given)	-14.7%
O=C(COC(=O)c1ccc(F)cc1F)Nc1ccc(S(=O)(=O)N2CCOCC2)cc1	-6.2%
CC(OC(=O)c1cc[n+]([O-])cc1)C(=O)Nc1ccc2ccccc2c1 (stereo not given)	18.8%
c1ccc2c(c1)COc1c3ncccc3nn1-2	-9.1%
Cc1cccc2[nH]c(C(=O)O)cc12	-4.8%
CCc1csc(Cn2cc(-c3cncnc3)nn2)n1	-3.4%
Cc1ccc(OCC(=O)N2CC(Oc3ccc(-c4nc(-c5ccccc5)no4)cc3)C2)cc1	8.4%
Cc1ccc(NC(=O)CN2C(=O)C3(SCC(=O)N3c3ccc(C)cc3)c3ccccc32)cc1 (stereo not given)	0.4%
O=C(NCc1ccc(N2CCCCC2)cc1)c1cnc(-c2ccccc2)nc1-c1ccncc1	6.9%
O=C([C@H]1CNC[C@H](C(=O)N2CCN(c3cccnc3)CC2)C1)N1CCOCC1	-3.9%
O=C1NC2(CCN(C(=O)c3ccc(Cl)c(F)c3)CC2)CC1c1ccccc1 (stereo not given)	-7.1%
C[C@H](O)c1c(-c2ccc(Cl)cc2)noc1C(=O)N(C)C	21.4%[176 µM]
O=C(c1ccn[nH]1)N1CCC[C@H](n2c(=O)n(CC3CC3)c3cccnc32)C1	9.3%
Cc1cccc(C)c1Cn1c(C)c(C(=O)NCc2ccccc2C(F)(F)F)sc1=O	-13.5%
CCn1c(=O)c2sc(N3CCCC3)nc2n(CC(=O)Nc2cc(F)ccc2C)c1=O	-7.7%

An excerpt from above in order of the 12-LOX inh value, low to high.
SMILES	12-LOX inh
CCn1c(=O)c2sc(N3CCCC3)nc2n(CC(=O)Nc2cc(F)ccc2C)c1=O	-7.7%
O=C([C@H]1CNC[C@H](C(=O)N2CCN(c3cccnc3)CC2)C1)N1CCOCC1	-3.9%
O=C(NCc1ccc(N2CCCCC2)cc1)c1cnc(-c2ccccc2)nc1-c1ccncc1	6.9%

The listing continues.
SMILES	12-LOX inh
COc1cccc(-c2ccc3c(c2)O[C@@H](CN(C)C(=O)C2CCOCC2)[C@H](C)CN([C@H](C)CO)S3(=O)=O)c1	-3.5%
COc1ccc(C(=O)NC2CC2)cc1S(=O)(=O)N(C)C	23.7%
CC(C)Nc1nnc(SCc2ncc(-c3ccccc3)o2)s1	-2.8%
CCOc1ccc(OCc2nc3ccccc3[nH]2)cc1	13.6%
Cc1cc(-c2cc3c(cn2)CN(Cc2c[nH]c4ccccc24)CCN3)ccn1	14.0%[176 µM]
O=C(COC(=O)c1cc(Cl)ccc1[N+](=O)[O-])c1ccc(C2CCCCC2)cc1	26.6%
CCC(c1nnnn1-c1ccc2c(c1)OCCO2)N1CCN(C(C)=O)CC1 (stereo not given)	-1.6%
CNC(=O)C[C@@H]1CC[C@@H]2[C@H](COC[C@H](O)CN2S(=O)(=O)c2ccccc2Cl)O1	-9.7%
Cc1cc(NC(=O)[C@@H]2CCCN2S(=O)(=O)c2ccccc2)no1	-11.6%
CC(=O)N1CCN(C(c2ccccc2)c2nnnn2C(C)(C)C)CC1 (stereo not given)	3.4%
CC(c1nc2ccccc2s1)N(C)S(=O)(=O)/C=C/c1ccccc1 (stereo not given)	-22.6%
Cn1cnc(S(=O)(=O)N2CCC3(CCCCO3)CC2)c1	43.1%[activator]
COc1ccc(-c2nc(CS(=O)CC(=O)NCc3ccccc3Cl)c(C)o2)cc1 (stereo not given)	-8.2%
CC(c1cccs1)N(C)Cc1ccc(F)cc1 (stereo not given)	49.3%[activator][176 µM]
COc1ccc(C(=O)N2CCC(Oc3ccc(-c4noc(C(C)C)n4)cc3)C2)cc1 (stereo not given)	-12.8%
COCC1CN(C(C)=O)CC12CCN(S(=O)(=O)Cc1ccc(F)cc1)CC2 (stereo not given)	4.7%
CC(C)/C=C1\CCCC\C1=N/NC(N)=O	16.3%
C[C@H]1C(=O)N(C)CCN1C(=O)c1ccc(OC2CCN(CCc3ccccc3)CC2)cc1	-3.1%
Cc1noc(C)c1-c1cc(-c2ccncc2)cn2cncc12	26.7%[176 µM]
C#CCNC(=O)[C@@H]1Cc2cn(Cc3ccncc3)c3cccc(c23)[C@H](CC(C)C)N1	44.3%[activator][176 µM]
CC(C)Cn1nc(C(=O)NCc2ccccc2F)c2ccccc2c1=O	-18.9%
CC1(C)CCCC(C)(C#CCN2CCN(C(c3ccccc3)c3ccccc3)CC2)O1 (stereo not given)	10µM*
COc1ccc2c(=O)c(-c3ccc(OC)c(OC)c3)c(C)oc2c1	-0.1%
CC(NC(=O)C12CC3CC(CC(Cl)(C3)C1)C2)c1cccc(Cl)c1 (stereo not given)	?
Clc1cccc(-c2cccc3nccn23)c1Cl	3.6%
Cc1ccc(-n2nc(-c3c(C)nc4scc(CC(=O)N5CCOCC5)n4c3=O)cc2C)cc1	4.5%

Part of the list above, bar-delimited.
molecule | 12-LOX inh
C/C(=N\NC(=O)c1cccc(Cl)c1)c1ccc(C)s1 | 8.3%
CC1=C(C(=O)N2CCOCC2)CC(CC(=O)NCC2CCCCC2)C(=O)N1CCC1=CCCCC1 (stereo not given) | 12.8%
CCOc1ccc(-n2c(C)nc3cc(C(=O)NCc4ccc(F)cc4)ccc32)cc1 | -1.8%
CC(C)C(=O)N1CCC[C@@H]1c1noc2ccccc12 | 1.0%
COc1ccc(C(=O)c2[nH]c(N)c(C(=O)NCCc3c[nH]c4ccccc34)c2-c2c(F)cccc2Cl)cc1 | 21.0%

Bioassay records: PubChem BioAssay, National Center for Advancing Translational Sciences (NCATS)

An excerpt; rates above refer to the full screens.
